# Gal4-VP16 FLuc – VP16 counterscreen qHTS for inhibitors of ROR gamma transcriptional activity. Drosophila S2 Gal4-VP16 UAS-luciferase, luminescence, 20 h. Potency, µM (doses to about 53.6 µM), without a hit: at the highest dose activity, negative = inhibition, actives largely listed as inhibitors. 310,000 tested, 3.5% active. AID 2546, 2010;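 further: Gal4-VP16 expression switched on by copper sulfate through the metallothionein promoter; potency means the concentration at half of the fitted maximal effect; nearly all actives have a fitted effect of over 50% in size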
# RORg inh – qHTS for inhibitors of ROR gamma transcriptional activity; 310,000 tested, 5.4% active; Potency, µM (highest dose often 53.6 µM), inactives show top-dose activity change, negative = inhibition, actives largely listed as inhibitors; Drosophila S2 Gal4-RORgamma UAS-luciferase reporter, 20 h; AID 2551, 2010; Nuclear receptor ROR-gamma (Mus musculus), P51450; further: potency means the concentration at half of the fitted maximal effect; nearly all actives have a fitted effect of over 60% in size
# Target sequence (P51450 whole entry, looked up, the tested form may be a part): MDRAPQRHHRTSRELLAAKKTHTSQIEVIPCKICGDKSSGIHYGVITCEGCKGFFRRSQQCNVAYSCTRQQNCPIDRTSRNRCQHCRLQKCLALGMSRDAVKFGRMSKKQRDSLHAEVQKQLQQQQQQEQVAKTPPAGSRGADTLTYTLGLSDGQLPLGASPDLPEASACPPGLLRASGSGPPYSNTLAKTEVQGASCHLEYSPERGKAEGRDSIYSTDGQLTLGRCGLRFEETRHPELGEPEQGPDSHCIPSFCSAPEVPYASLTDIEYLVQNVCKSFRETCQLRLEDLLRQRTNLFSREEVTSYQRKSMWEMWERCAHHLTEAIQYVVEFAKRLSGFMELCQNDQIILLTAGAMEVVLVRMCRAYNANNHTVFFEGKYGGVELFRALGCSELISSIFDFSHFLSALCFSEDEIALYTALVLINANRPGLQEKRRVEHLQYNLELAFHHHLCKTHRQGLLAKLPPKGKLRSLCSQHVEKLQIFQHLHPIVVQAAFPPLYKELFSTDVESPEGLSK
#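 Stably transfected Drosophila Schneider cells are the test system, with ROR gamma fused to Gal4 and luciferase under UAS control; luminescence is read after 20 hr of 700 uM copper sulfate induction at ambient temperature.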
# Coupling enz – qHTS Assay for Inhibitors of Fructose-1,6-bisphosphate Aldolase from Giardia Lamblia: Coupling assay counterscreen. coupling enzyme system counterscreen, AmpLite Red fluorescence. activity change, negative = inhibition, % at 58.2 µM, hits read low. 290,000 tested, 0.67% active. AID 2472, 2010; in the data active means activity change below about -30%
#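 Final compound at 57.5 uM, incubated 10 min at RT with coupling enzyme reagent (glyceraldehyde-3-phosphate), then 20 min with substrate and AmpLite Red detection. Fluorescence read at 525/598 nm; tests interference with the coupling assay, not aldolase inhibition.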
# Starred values were filed as active, the others as inactive; ? = inconclusive; & = joins results of further samples; [ ] = remark or other dose. Unless noted, the call rests on the fitted dose curve; in most records, active means well fitted curve in the direction sought with a large enough effect; inconclusive means small, poorly fitted or top-dose-only effect, or another doubt; inactive means no such curve, though single readings can be large; an effect the other way counts as inactive or inconclusive. On the % scale 0 is the no-effect control and ±100 the full control effect. This is a subset, so the mix of outcomes need not match the whole.
# Every second line gives: Gal4-VP16 FLuc | RORg inh | Coupling enz
- COc1cccc(Nc2ncc3nc(-c4cn(C)c5ccccc45)c(=O)n(C[C@H]4CCCO4)c3n2)c1
  -3.6% | -3.3% | 3.5
- O=c1c(-c2ccc(F)c(F)c2)nc2cncnc2n1Cc1ccc(F)cc1
  ? | ? | -1.0
- COC(=O)[C@@]1(Cc2ccc(F)cc2)[C@H]2c3cc(C(=O)N4CCCC4)n(CC4CC4)c3C[C@H]2CN1C(=O)c1ccccc1
  -7.0% | 43.0% | -0.2
- CCCC[C@@H]1C[C@H]1C(NC(=O)c1cccs1)c1ccc(Cl)cc1 (some centres undefined)
  ? | ? | 0.1
- CCCCC1=CC2=C(c3ccco3)C(=O)C(C)(OC(=O)c3cccs3)C(=O)C2=CO1 (centres undefined)
  -3.1% | -1.1% | 0.1
- CCC1=C2CC[C@H]3C(=O)N(c4ccccc4)C(=O)[C@H]3[C@H]2[C@@]2(Cc3ccccc3)C(=NCC3CC3)OC(=O)N2C1=O
  19.4% | 9.4% | 2.4
- COc1oc(=O)c2cc(N)ccc2c1Cl
  14.1µM* | 7.94µM* | 1.3
- CN(Cc1ccco1)c1ncncc1-c1cccc(C#N)c1
  -8.1% | -5.7% | -2.3
- CCC(C)C(=O)OC1CC(O)C=C2C=CC(C)C(CCC(O)CC(O)CC(=O)O)C21 (centres undefined)
  0.9% | -2.4% | -6.0
- CC1=C2C(O)C(=O)OC3CC4C(C)(C)C(=O)C=C[C@]4(C)C(CC1)[C@@]23C (some centres undefined)
  -10.0% | 0.3% | 1.8
- CCOC(=O)CCN1C(=O)[C@H]2[C@H]3[C@H](O)[C@H](O)C/C(=N/OCC(C)C)[C@H]3CC[C@@H]2C1=O
  -6.2%[10 µM] | -12.6%[10 µM] | -0.3
- O=C(N[C@H]1CCCc2ccccc21)O[C@@H]1C(=O)c2cc(Br)ccc2O[C@H]1c1ccc2c(c1)OCO2
  9.3% | 0.3% | 1.4
- CC1(C)[C@@H](OC(=O)CCC(=O)O)CC[C@@]2(C)[C@H]1CC[C@@]1(C)[C@H]2C(=O)C=C2[C@H]3C[C@](C)(C(=O)O)CC[C@]3(C)CC[C@@]21C
  3.2%[17 µM] | 5.4%[2.98 µM] | 3.9
- OCc1ccccc1O
  -6.2% | -0.9% | 4.0
- C[C@@H](C(=O)Cc1ccc2ccccc2c1)[C@@H]1C[C@@]1(C)[C@@H](NP(=O)(c1ccccc1)c1ccccc1)c1ccccc1
  -2.5% | -9.8% | -1.3
- COc1cccc(Nc2ncc3nc(-c4cccs4)c(=O)n(C[C@H]4CCCO4)c3n2)c1
  -15.4% | ? | -0.2
- O=C(/C=C/c1ccc(O)c(O)c1)O[C@@H]1C[C@@](O)(C(=O)O)C[C@H](O)[C@@H]1O
  -2.7% | 8.9% | 1.1
- O=C(c1csnn1)N1CCC2(CCCN(c3ccc(-c4ccccc4)cc3)C2)CC1
  12.4% | 14.3% | 0.1
- COc1ccccc1CNc1ncnc2ccc(-c3ccccc3CN(C)C)cc12
  1.3% | 20.9% | 5.6
- C#CCn1c(=O)c2c(nc(/C=C/c3cccc(OC)c3)n2C)n(CCCO)c1=O
  -0.9% | 23.4% | -2.1

# In the list so far, two contain a Cl atom.
# Every second line gives: Gal4-VP16 FLuc | RORg inh | Coupling enz
- CCCC[C@@H]1C[C@H]1C(NC(=O)c1cccs1)c1ccc(Cl)cc1 (some centres undefined)
  ? | ? | 0.1
- COc1oc(=O)c2cc(N)ccc2c1Cl
  14.1µM* | 7.94µM* | 1.3

# Sorted by molecular weight (largest number first): 3 of the compounds above.
# Every second line gives: Gal4-VP16 FLuc | RORg inh | Coupling enz
- COc1ccccc1CNc1ncnc2ccc(-c3ccccc3CN(C)C)cc12
  1.3% | 20.9% | 5.6
- O=c1c(-c2ccc(F)c(F)c2)nc2cncnc2n1Cc1ccc(F)cc1
  ? | ? | -1.0
- COc1oc(=O)c2cc(N)ccc2c1Cl
  14.1µM* | 7.94µM* | 1.3

# Next section
# Every second line gives: Gal4-VP16 FLuc | RORg inh | Coupling enz
- CC(=O)OCC(OC(C)=O)C(OC(C)=O)C(OC(C)=O)C(OC(C)=O)C(COC(C)=O)OC(C)=O (centres undefined)
  5.5% | -5.6% | 1.2
- COc1ccccc1CN1CCC2(CC1)CCN(C(=O)c1ccncc1)CC2
  6.4% | -31.0% | 0.1
- C[C@@H]1C(=O)O[C@H]2[C@@H](O)[C@@]34[C@H]5CC(C(C)(C)C)[C@]36[C@@H](OC(=O)[C@@H]6O)O[C@@]4(C(=O)O5)[C@@]12O (some centres undefined)
  0.4% | -1.8% | 2.4
- CC(=O)N[C@H](Cc1c[nH]c2ccccc12)C(N)=O
  6.4% | 21.5% | 1.7
- COc1ccc(CNc2nc(NCc3ccc(OC)cc3)c3ncn(C4CCCCC4)c3n2)cc1
  -2.8% | ? | -2.4
- CC(C)CN1CCC2(CC1)CCN(C(=O)c1cnccn1)CC2
  -4.1% | -8.8% | 1.0
- COC(=O)N1CCC2(CC1)CN(C(=O)Nc1ccc(OC)cc1)C2
  -5.6% | 22.8% | 0.4
- COC(=O)C1=C(C)NC(C)=C([N+](=O)[O-])[C@@H]1c1ccccc1C(F)(F)F
  3.3%&-0.7% | -2.3%&23.9% | -5.7&-2.4
- O=S(=O)(Nc1cccc2cccnc12)c1ccccc1O
  3.16µM* | 2µM* | -36.9*
- O=c1cc(-c2ccccc2)oc2c1ccc1ccccc12
  -18.9% | 0.2% | 2.7
- COCC(=O)N1CCC[C@@]2(CCN(Cc3cc(C(F)(F)F)cc(C(F)(F)F)c3)C2)C1
  6.8% | -24.1% | -0.3
- COc1ccc(-n2c(=O)c(C)nc3cnc(N(C)C)nc32)cc1
  -4.1% | 12.4% | 0.8
- COC1C[C@@H](O[C@@H]2C(C)C(=O)OC(C)C(C)C(O)C(C)C(=O)[C@@]3(CO3)CC(C)C(OC3OC(C)CC(N(C)C)C3O)C2C)OC(C)[C@@H]1O (some centres undefined)
  6.7% | 5.6% | 5.2
- COC(=O)C1=C(C(=O)OC)[C@@H]2N(Cc3ccccc3)c3ccccc3[C@@]23C[C@@H](C(=O)OC)N(C(=O)NCc2ccccc2)C3=C1
  -2.7% | -8.4% | 0.1
- O=C(c1csnn1)N1CCC[C@@]2(CCN(c3ncccn3)C2)C1
  -4.9% | -11.5% | -2.6
- COc1ccc(C(=O)N2CCC3(CC2)CCN(c2ccccc2)CC3)cc1
  -6.8% | ? | 5.5
- Cc1cccc([C@H]2[C@@H]3C=CCC[C@@]3(C)C(=O)N2Cc2ccccc2)c1
  20.5% | 42.9% | 7.2
- COCC#Cc1ccc(C2NC(C(=O)O)CCC2C)cc1 (centres undefined)
  0.3%[10 µM] | 8.2%[10 µM] | -0.6
- O=c1cnc2cnc(N3CCOCC3)nc2n1C[C@H]1CCCO1
  0.5% | 13.4% | 4.1
- O=C(Oc1ccccc1)N1CCC2(CC1)CCN(c1cccc(-c3ccccc3)c1)CC2
  -3.3% | 16.8% | 2.5
- CCC[C@H](NC(=O)[C@H](Cc1ccc(O[S+](=O)([O-])O)cc1)NC(=O)OC(C)(C)C)C(=O)NCC(=O)N[C@@H](Cc1c[nH]c2ccccc12)C(=O)N[C@@H](CCC)C(=O)N[C@@H](CC(=O)OCCc1ccccc1)C(=O)O
  -8.7% | 2.3% | 4.4
- Cc1ccccc1-c1cc(-n2ccnc2)ncn1
  1.3% | -12.4% | 0.6
- Cc1ccccc1-c1cc(NCc2ccccc2)ncn1
  19.8% | -5.0% | 3.0
- COc1ccc(O[C@H]2C=C[C@@H](c3ccccc3)O[C@H]2COC(=O)CC/C(C)=N\O[C@@H](C)CN2CCCc3nc(C)c(C)cc32)cc1
  3.1%[10 µM] | -10.9%[10 µM] | -2.4
- CC1(OC(=O)c2ccc(Cl)nc2)C(=O)C=C2C=C(c3ccc(C#N)cc3)OC=C2C1=O (centres undefined)
  1.5%&-0.6% | -7.4%&23.0% | 1.3&1.3
- CC[C@@H]1C(c2cccc(C)c2)=NN(c2ccc(Br)cc2)[C@H]1C(=O)N1CCOC1=O
  -3.9% | 3.6% | -1.6
- COc1ccc(Oc2ncc3nc(C)c(=O)n(Cc4cccc(OC)c4)c3n2)cc1
  -2.6% | -8.9% | -3.0
- COc1ccc(NC(=O)N2CC3(CCN(C(=O)c4ccc(OC)cc4)CC3)C2)cc1
  10.3% | -18.5% | 8.2
- CCC[C@@H]1C[C@@]1(CCC)C(NP(=O)(c1ccccc1)c1ccccc1)c1ccc(Cl)cc1 (some centres undefined)
  -6.6% | -2.2% | -0.2
- O=c1cnc2cnc(N3CCNCC3)nc2n1Cc1cccs1
  -7.0% | -7.0% | -0.1
- O=c1c(-c2cccc(Cl)c2)nc2cncnc2n1Cc1ccccc1
  -3.2% | 30.2% | 1.3
- CCOC(=O)OCC1OC(C#CC(C)(C)C)C=CC1OC(=O)OCC (centres undefined)
  4.2%[10 µM] | -2.5%[10 µM] | -0.7
- CCN1C(=O)N[C@@H](c2ccccc2)C1=O
  0.7%[17 µM] | 6.5%[2.98 µM] | -2.1
- O=S(=O)(CCC(F)=C(F)F)c1nnnn1C1CCCCC1
  7.3% | -24.7% | 1.2
- CCOC(=O)C1(O)Oc2cc(OC)cc(OC)c2C(=O)C1c1ccccc1 (centres undefined)
  -12.5% | 9.5% | 14.7
- O=C(Nc1ccccc1)N1CC2(CCN(S(=O)(=O)c3ccccc3)CC2)C1
  ? | 23.4% | 1.0
- c1ccc(C(c2ccccc2)N2CCCC3(CCNCC3)C2)cc1
  -1.6% | -21.4% | 0.3
- C=C(NC(=O)C(=C)NC(=O)c1csc(C2=N[C@@H]3c4csc(n4)[C@@H]4NC(=O)c5csc(n5)[C@@H]([C@](C)(O)[C@H](C)O)NC(=O)[C@@H]5CSC(=N5)/C(=C/C)NC(=O)[C@@H]([C@H](C)O)NC(=O)c5csc(n5)[C@]3(CC2)NC(=O)[C@@H](C)NC(=O)C(=C)NC(=O)[C@@H](C)NC(=O)[C@@H]([C@@H](C)CC)N[C@H]2C=Cc3c([C@H](C)O)cc(nc3[C@@H]2O)C(=O)O[C@H]4C)n1)C(N)=O
  -0.5%[17 µM] | 1.3%[2.98 µM] | -10.0
- COc1ncc2nc(-c3cccs3)c(=O)n(Cc3ccc(F)cc3)c2n1
  -6.1% | -21.3% | 2.1
- CC(C)CC1OCCC=CC1C (centres undefined)
  -5.2%[10 µM] | -1.5%[10 µM] | 0.6
- COc1cccc(OC)c1C1=Nn2c(nnc2-c2ccccc2C)SC1
  -11.6% | -12.3% | 0.3
- COC(=O)[C@@]1(Cc2ccccc2)[C@H]2c3cc(C(=O)N(C)C)n(Cc4ccccc4)c3C[C@H]2CN1C(=O)c1ccccc1
  -5.4% | -8.2% | 2.2
- COc1ccc(CNc2ccnc(-c3c(C)noc3C)n2)c(OC)c1
  1.7% | 1.5% | -1.1
- S=C(NC1CCCCC1)N1CCC([C@H]2C=NC=N2)CC1
  -1.0%[17 µM] | 10.4%[16.9 µM] | 0.3
- COc1cc(CNc2ncnc3ccc(-c4c(C)noc4C)cc23)cc(OC)c1OC
  -3.8% | 19.5% | 2.2
- COC(=O)[C@@H]1C[C@@]2(O)[C@@H](O)[C@@H](O)[C@@H](O)C[C@H]2N1Cc1cc(F)ccc1F
  -3.3% | 3.1% | 0.1
- COc1cc2c(cc1O)C(Cc1ccc(O)cc1)N(C)CC2 (centres undefined)
  -0.7% | -3.1% | 0.2
- O=c1c(CCc2ccccc2)nc2cnc(Nc3ccccc3)nc2n1C[C@H]1CCCO1
  2.4% | 6.4% | -2.5
- COc1cc(-c2coc3cc(O[C@H]4OC(CO)C(O)C(O)C4O)c(OC)c(O)c3c2=O)cc(O)c1OC (some centres undefined)
  -4.9% | 20.7% | 0.6
- CC1(O)CCC(C(C)(C)O)CC1 (centres undefined)
  2.9%&1.6%&-8.1% | -13.0%&-9.1%&20.7% | 0.9&1.6&2.0
- COc1ccc(Oc2ncc3nc(-c4cccs4)c(=O)n(C)c3n2)cc1
  9.6% | -3.3% | -1.4
- N#CCCn1c(=O)c(-c2ccccc2)nc2cnc(Oc3cccc(Cl)c3)nc21
  -10.1% | 18.4% | 1.3
- N#CCCn1c(=O)c(-c2cccc(C#N)c2)nc2cnc(Oc3ccccc3)nc21
  4.8% | -7.9% | 3.5
- COc1ccc(C(=O)N2CCC[C@@]3(CCN(Cc4ccccc4OC)C3)C2)cc1
  4.5% | 10.1% | 5.4
- COCCNc1ccnc(-c2cccc(NS(C)(=O)=O)c2)n1
  14.9% | 8.7% | 2.1
- COc1ccc(-c2nc3cnc(Oc4cccc(Cl)c4)nc3n(CCC#N)c2=O)cc1
  -5.0% | -13.5% | 3.0
- Cn1sc(=O)n(Cc2ccccc2)c1=O
  ? | 3.16µM* | -2.5
- Cc1cnc(CNc2ncncc2-c2ccccc2C)cn1
  14.5% | ? | -0.2
